Screens as filed in PubChem BioAssay.
EPAC2 agonist: agonists of human EPAC2 (RAPGEF4) | Potency, µM (top dose mostly 154 µM), for inactives: at the highest dose activation, hits mostly activators | 0.079% of 360,000 active | AID 720711 | EPAC2 activation, biochemical qHTS; response scale: 100% = 6.5 mM cAMP response; further: potency means the concentration at half of the fitted maximal effect; nearly all actives have a fitted effect of over 50% in size
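Setup: EPAC2 100 nM, labeled Rap1B complex 250 nM, free GDP 50 uM. Compound titrations pinned in, brief spin, 5 min room temperature incubation. Kinetic fluorescence read over 30 min, normalized to 6.5 mM cAMP.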
Akt phos inh: inhibitors of Akt phosphorylation | 0.32% of 360,000 active | activity change, % for hits at 50 µM | Neuro2A IGF-stimulated pAkt S473 HTRF, 20 min; active compounds read low; in the data active means activity change below about -80%; inconclusive means mostly about -51% to -80%; further: on the % scale 0 is the no-effect control and ±100 the full control effect
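Single-point screen (50 µM final compound) in Neuro2A cells stimulated 20 min with 6 nM IGF at 37 deg C. After lysis, Ser473-phosphorylated Akt read by HTRF (ex 330 nm, em 615/665 nm) as the 665/615 ratio.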
D3 antag: blocks the human D3 dopamine receptor; 2.5% of 360,000 active; D3R cells, DiscoveRx beta-arrestin luminescence, antagonist mode; active compounds read low; max response, negative = inhibition, %; P35462; in the data active means max response below about -50%; inconclusive means no clear call, values can overlap the other calls; further: on the % scale 0 is the no-effect control and ±100 the full control effect; mostly tested at two doses, the higher about 12 µM
Target sequence (P35462 whole entry, looked up): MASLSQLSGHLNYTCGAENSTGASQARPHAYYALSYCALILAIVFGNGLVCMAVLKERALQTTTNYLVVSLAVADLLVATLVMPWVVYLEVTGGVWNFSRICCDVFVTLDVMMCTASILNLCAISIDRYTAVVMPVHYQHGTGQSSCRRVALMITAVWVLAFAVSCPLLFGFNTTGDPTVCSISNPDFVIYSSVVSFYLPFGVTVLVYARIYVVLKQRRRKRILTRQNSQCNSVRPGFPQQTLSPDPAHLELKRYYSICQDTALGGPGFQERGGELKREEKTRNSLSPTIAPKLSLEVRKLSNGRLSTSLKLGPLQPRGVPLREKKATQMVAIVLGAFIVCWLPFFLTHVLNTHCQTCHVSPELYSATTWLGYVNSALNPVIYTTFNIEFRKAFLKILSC
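Cells expressing the human receptor were seeded at 1500 cells/well, incubated overnight at 37 degrees C in 5% CO2, then exposed to library compounds with dopamine controls for 90 minutes at 37 degrees C before luminescent detection.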
CCT modulator: changes cytosolic chaperonin activity; purified chaperonin ATPase assay, HTRF ADP detection, 30 min; activity change, % (concentration not given with the values), hits read low; 0.3% of 360,000 active; AID 651819; in the data active means activity change below about -30%; further: on the % scale 0 is the no-effect control and ±100 the full control effect
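Nucleotide hydrolysis assay: TRiC at 20–40 nM final (set by batch activity) with 10 uM ATP, 30 min at 37 °C, in presence of 76 uM compound. Detection by competitive ADP HTRF, 30 min ambient.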
Mm-Cpn inhibitor: M. maripaludis TRiC chaperonin inhibition; purified Mm-Cpn ATPase, ADP Transcreener TR-FRET; Potency, µM (top dose mostly 76.9 µM), inactives show at the top dose activity, negative = inhibition, most hits filed as inhibitors; 0.031% of 330,000 active; AID 504842; further: potency means the concentration at half of the fitted maximal effect; on the % scale 0 is the no-effect control and ±100 the full control effect; nearly all actives have a fitted effect of over 80% in size
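Purified archaeal chaperonin (25 nM final) was preincubated with compound for 10 min at 37°C, then ATP (10 uM final) was added for 30 min at 37°C in Tris pH 7.4/KCl/MgCl2/DTT buffer. ADP was quantified by HTRF Transcreener TR-FRET.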
D3 ag: agonists of human D3 dopamine receptor; P35462; D3R DiscoveRx beta-arrestin cells, luminescence, 90 min; max activation, %; 0.58% of 410,000 active; in the data active means max activation above about 30%; further: 0% is about no effect; mostly tested at two doses, the higher about 12 µM
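Agonist mode: compounds and dopamine controls were applied to plated cells for 90 min at 37 degrees C after an overnight attachment at 1500 cells/well. Luminescent read-out followed 30 - 60 minutes at room temperature with DiscoveRx detection reagent.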
EPAC2 antagonist: EPAC2 (human) antagonism. EPAC2 GEF exchange of Rap1B-BODIPY-GDP, fluorescence. AID 720708. Q8WZA2. 0.18% of 360,000 active. Potency, µM (titrated, usually from 114 µM), inactives show top-dose activity, negative = inhibition, hits mostly inhibitors; further: potency means the concentration at half of the fitted maximal effect; on the % scale 0 is the no-effect control and ±100 the full control effect; nearly all actives have a fitted effect of over 45% in size; many of its hits are not listed in these tables
PTHR1 ag: agonists of human PTHR1 parathyroid hormone receptor; Q03431; HEK293 GP2 PTHR1 cells, GloSensor cAMP luminescence, 1 h; Potency, µM (highest dose often 115 µM), without a hit: at the highest dose activation, actives largely listed as activators; 0.075% of 410,000 active; AID 743266; further: potency means the concentration at half of the fitted maximal effect; nearly all actives have a fitted effect of over 55% in size; some results filed as inactive show a strong effect at the top dose; inactives centre near -15; many of its hits are not listed in these tables
Target sequence (Q03431 whole entry, looked up): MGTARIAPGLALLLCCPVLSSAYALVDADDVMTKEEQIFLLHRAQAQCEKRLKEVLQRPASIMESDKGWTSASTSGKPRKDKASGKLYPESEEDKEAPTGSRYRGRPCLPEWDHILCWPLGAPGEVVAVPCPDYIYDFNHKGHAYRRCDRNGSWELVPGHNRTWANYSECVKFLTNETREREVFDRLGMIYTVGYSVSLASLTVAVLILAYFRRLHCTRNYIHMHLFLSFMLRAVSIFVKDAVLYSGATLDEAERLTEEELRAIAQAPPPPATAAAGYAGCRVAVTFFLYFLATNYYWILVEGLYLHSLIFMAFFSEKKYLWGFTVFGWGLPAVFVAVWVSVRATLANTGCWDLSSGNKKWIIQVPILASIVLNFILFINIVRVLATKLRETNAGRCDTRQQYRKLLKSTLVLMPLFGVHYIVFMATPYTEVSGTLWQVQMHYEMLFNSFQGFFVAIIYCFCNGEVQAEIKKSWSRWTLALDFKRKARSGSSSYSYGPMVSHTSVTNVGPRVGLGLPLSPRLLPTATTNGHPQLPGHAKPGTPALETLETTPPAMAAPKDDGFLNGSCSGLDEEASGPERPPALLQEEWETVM
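HEK-293-derived GP2 cells expressing PTHR1 and a GloSensor cAMP reporter, 3,000/well, plated overnight, given luciferin plus IBMX (each 0.5 mM as added) for 1 h at 37 °C, then compound for 1 h at 37 °C. Luminescence was read after 15 min at room temperature.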
Numbers without * were called inactive; i = inactive; ? = inconclusive; . = no result given; [ ] = dose if it differs, or a comment. Unless noted, the call rests on the fitted dose curve; in most records, active means well fitted curve in the direction sought with a large enough effect; inconclusive means small, poorly fitted or top-dose-only effect, or another doubt; inactive means no such curve, though single readings can be large; an effect the other way counts as inactive or inconclusive. Not all compounds are listed; count on the stated rates, not on these rows.

SMILES	EPAC2 agonist	Akt phos inh	D3 antag	CCT modulator	Mm-Cpn inhibitor	D3 ag	EPAC2 antagonist	PTHR1 ag
Cc1ccc(C(=O)N(C)Cc2nc3ccccc3c(=O)[nH]2)cc1NC(=O)c1ccco1	10%	i	8	0.7	2%	-1	2%	-67%[inhibitor]
CCOc1cc(NC(=S)NCC2CCCO2)c(OCC)cc1NC(=O)c1ccc(C)cc1 (configuration not stated)	0%	i	3	-0.7	1%	3	9%	i
COc1ccc(OCC(=O)N2CCN(C(=O)c3ccc([N+](=O)[O-])cc3)CC2)cc1	12%	i	6	-0.9	-3%	3	16%	-2%
O=C(Cc1ccc(S(=O)(=O)N2CCOCC2)s1)N1CCN(S(=O)(=O)c2ccccc2F)CC1	13%	i	14	-2.2	.	3	1%	-42%[inhibitor]
Cn1nnnc1SCC(=O)N(C1CCCCC1)C1CCS(=O)(=O)C1 (configuration not stated)	4%	i	3	-2.1	-1%	10	10%	i
COc1ccc(NC(=O)Nc2ccncc2)c(OC)c1	12%	i	10	-1.3	2%	1	0%	i
NC(N)=NN=Cc1ccnc2ccccc12	11%	i	-6	-0.7	.	-14	0%	0%
C=CCNC(=O)CSc1n[nH]c(-c2cc(Cl)ccc2OC)n1	-4%	i	-2	-0.3	2%	-16	1%	1%
COc1ccc(NCc2nnc(SCC(=O)c3ccc(C)cc3)o2)cc1	2%	i	14	-0.5	0%	5	-8%	i
CC(C)(O)C#Cc1ccc(N2C(c3ccsc3)=Cc3ccc(F)cc3C2c2c[nH]c3ccc(C#N)cc23)cc1 (configuration not stated)	-1%	i	-5	-1.4	.	-1	30%	-10%
C=CCn1c(Cc2cccs2)nnc1SCC(=O)Nc1cccc(OC)c1	6%	i	-13	0.8	0%	-15	-10%	-22%[57.5 µM]
Cc1nc(N2CCN(Cc3ccc4c(c3)OCO4)CC2)[nH]c(=O)c1C	2%	i	-13	2.5	1%	-12	3%	i

In a second layout: 4 of the compounds above.
> O=C(Cc1ccc(S(=O)(=O)N2CCOCC2)s1)N1CCN(S(=O)(=O)c2ccccc2F)CC1
  EPAC2 agonist = 13%
  Akt phos inh = i
  D3 antag = 14
  CCT modulator = -2.2
  Mm-Cpn inhibitor = .
  D3 ag = 3
  EPAC2 antagonist = 1%
  PTHR1 ag = -42%[inhibitor]
> Cn1nnnc1SCC(=O)N(C1CCCCC1)C1CCS(=O)(=O)C1 (configuration not stated)
  EPAC2 agonist = 4%
  Akt phos inh = i
  D3 antag = 3
  CCT modulator = -2.1
  Mm-Cpn inhibitor = -1%
  D3 ag = 10
  EPAC2 antagonist = 10%
  PTHR1 ag = i
> COc1ccc(NC(=O)Nc2ccncc2)c(OC)c1
  EPAC2 agonist = 12%
  Akt phos inh = i
  D3 antag = 10
  CCT modulator = -1.3
  Mm-Cpn inhibitor = 2%
  D3 ag = 1
  EPAC2 antagonist = 0%
  PTHR1 ag = i
> NC(N)=NN=Cc1ccnc2ccccc12
  EPAC2 agonist = 11%
  Akt phos inh = i
  D3 antag = -6
  CCT modulator = -0.7
  Mm-Cpn inhibitor = .
  D3 ag = -14
  EPAC2 antagonist = 0%
  PTHR1 ag = 0%

Fetched one by one from above, 2 records:
SMILES	EPAC2 agonist	Akt phos inh	D3 antag	CCT modulator	Mm-Cpn inhibitor	D3 ag	EPAC2 antagonist	PTHR1 ag
C=CCNC(=O)CSc1n[nH]c(-c2cc(Cl)ccc2OC)n1	-4%	i	-2	-0.3	2%	-16	1%	1%
CC(C)(O)C#Cc1ccc(N2C(c3ccsc3)=Cc3ccc(F)cc3C2c2c[nH]c3ccc(C#N)cc23)cc1 (configuration not stated)	-1%	i	-5	-1.4	.	-1	30%	-10%

Continuation.
SMILES	EPAC2 agonist	Akt phos inh	D3 antag	CCT modulator	Mm-Cpn inhibitor	D3 ag	EPAC2 antagonist	PTHR1 ag
CC1CCC(=NNC(=O)Cc2ccccc2)CC1 (configuration not stated)	5%	i	-8	0.2	-1%	4	-5%	i
O=C(NC(=S)Nc1cccc(NC(=O)c2ccc(Cl)cc2Cl)c1)c1cccs1	14%	i	-1	-8.2	-1%	13	3%	i
COc1ccc(-c2cn(-c3cccc(C)c3)c(=O)[nH]2)cc1OC	5%	i	-21	-1.6	-3%	-5	2%	-21%
Brc1ccc(-c2nc3ncccn3c2Nc2ccc3c(c2)OCCO3)o1	5%	i	17	-0.3	-3%	2	-3%	-9%[57.5 µM]
CC(NC(=O)CCCCCCN1C(=O)c2ccccc2C1=O)c1ccc2c(c1)CCCC2 (configuration not stated)	0%	i	19	-0.4	-1%	2	-9%	0%
CSc1ccc(S(=O)(=O)NCC(=O)OCC(=O)N(C)CC(=O)Nc2ccc(F)cc2)cc1[N+](=O)[O-]	10%	i	-4	-3.3	.	4	-2%	6%
CCCCn1c(C)csc1=Nc1cccnc1	12%	i	4	-1.6	?	7	-10%	-19%
CCCOCC(O)COc1ccccc1C(=O)N1CCOCC1 (configuration not stated)	1%	i	13	0.7	0%	-2	-1%	i
C[C@H](CO)N1C[C@H](C)[C@@H](CN(C)S(=O)(=O)c2ccc(F)cc2)Oc2ccc(NC(=O)Nc3ccc(C(F)(F)F)cc3)cc2C1=O	-4%	i	24	1.6	0%	-9	-10%	i
CCn1c(CNc2ccc(C)cc2)nnc1SCC(N)=O	2%	i	5	-0.6	0%	2	4%	i
CN(C)S(=O)(=O)c1ccc(NC(=O)CN2CCc3ccccc32)cc1	11%	i	6	0.4	-3%	5	2%	i
Cn1c(Cc2ccccc2)nnc1SCc1nc2ccccc2c(=O)[nH]1	2%	i	-19	0.3	1%	-1	-6%	?
Cc1noc(C)c1NC(=O)N(C)C[C@H]1Oc2ccc(NC(=O)Nc3ccc(C(F)(F)F)cc3)cc2C(=O)N([C@H](C)CO)C[C@@H]1C	-3%	i	20	-0.2	1%	9	-1%	2%
COc1ccc(-c2cc(-c3ccccc3O)[nH]n2)cc1	6%[15.6 µM]	.	-6	2.1	0%	0	0%	-15%[57.5 µM]
O=C(O)c1cccc(-c2csc(C(O)c3ccc(F)c(F)c3)n2)c1 (configuration not stated)	8%	i	12	1.1	.	5	-7%	-22%
COC(=O)Cc1c(C)c2cc(Cl)c(OC(=O)c3ccco3)cc2oc1=O	-2%	i	-5	1.0	-12%	4	8%	-10%[57.5 µM]
O=C(Nc1cccc(-c2cnc3ccccc3n2)c1)c1cccc(NC(=O)c2ccco2)c1	14%	i	45	-4.6	-7%	0	-12%	-10%[57.5 µM]
CCOC(=O)N1CCN(Cc2nc(-c3ccc(Cl)cc3)no2)CC1	1%	i	2	1.4	-3%	-1	6%	-30%[57.5 µM]
CCOC(=O)C(CCCOc1cccc(CC)c1)C(=O)OCC	-6%	i	-4	0.6	2%	3	-5%	-40%[inhibitor][57.5 µM]
CCOc1ccc(S(=O)(=O)N2CCN(C(=O)COc3ccc(Br)cc3)CC2)cc1	8%	i	11	1.8	1%	2	-19%	-24%
COc1ccc(C(=O)NC(CC(=O)O)c2cc([N+](=O)[O-])ccc2Cl)cc1 (configuration not stated)	11%	i	-17	-1.8	1%	-3	0%	-5%
COCCN(CC(=O)NCc1ccc(F)cc1)C(=O)CCC(=O)Nc1ccccn1	19%	i	-18	-2.4	1%	3	6%	-3%
C=CCn1c(CCNC(=O)c2cccs2)nnc1SCC(=O)c1cccc([N+](=O)[O-])c1	2%	i	14	-0.8	0%	-2	-2%	i
COCCn1c(SCCOc2ccccc2)nc2ccccc2c1=O	8%	i	15	-0.6	-2%	5	-19%	-5%
COc1ccc(NC(=O)CSc2n[nH]c(-c3ccco3)n2)cc1	-3%	i	-14	1.8	-1%	-11	12%	-16%
COc1ccc(OC)c(C(=O)CN2CCN(S(=O)(=O)c3ccc(Br)cc3)CC2)c1	2%	i	-18	-1.9	-3%	-5	-8%	i
Cn1c(CCCOc2ccc(Cl)cc2Cl)nnc1SCC(=O)Nc1cccc(F)c1	4%	i	-11	-1.4	0%	16	0%	-19%
O=C(NCc1ccccn1)Nc1ccccc1Cl	7%	i	-15	-1.4	2%	4	1%	-3%
Cc1ccc(S(=O)(=O)NCCCN2CCCC2)cc1	11%	i	-53*	-1.4	1%	-17	5%	i
COc1ccc(C)cc1CN(C)c1ccc(S(=O)(=O)N2CCN(C)CC2)cn1	-9%	i	-17	-0.3	-8%	-12	7%	i
O=C(NCc1ccc(Cl)c(Cl)c1)C1CCCC1	13%	i	8	-1.3	.	2	-8%	-2%
CCOC(=O)Cc1csc(NC(=O)c2ccc([N+](=O)[O-])cc2[N+](=O)[O-])n1	13%	i	-16	-1.8	1%	-1	6%	i
COc1cccc(-c2ccc3c(c2)O[C@@H](CN(C)Cc2cncnc2)[C@@H](C)CN([C@H](C)CO)S3(=O)=O)c1	4%	i	-19	-1.1	.	-11	-1%	-10%
CC(=O)c1cccc(N(CC(=O)N2CCCCC2)S(C)(=O)=O)c1	15%	i	-17	0.0	1%	8	-3%	i
O=[N+]([O-])c1cc(-c2ccccc2)cc([N+](=O)[O-])c1O	0%	i	-15	-0.3	.	6	56µM*	-34%[inhibitor]
COc1ccc(OC)c(CC(NC(C)=O)C(=O)NC2CCN(c3c(Cc4ccccc4)c(C)nc4ncnn34)CC2)c1 (configuration not stated)	8%	i	24	-6.9	1%	0	1%	-20%
CCNc1nc(SCC(=O)OC)nc(N(C)C)n1	-5%	i	2	-2.0	-1%	3	-2%	-19%
O=c1oc2cc(O[C@@H]3OC[C@@H](O)[C@H](O)[C@H]3O)ccc2c2ccccc12	2%	i	11	0.1	-8%	-3	2%	i
Cc1ccc(C(=O)C(OC(=O)CNS(=O)(=O)c2ccccc2)c2ccccc2)cc1 (configuration not stated)	7%	i	25	-1.3	1%	-1	-3%[57.1 µM]	-6%[57.5 µM]
CCn1cc(/C=C(\NC(=O)c2ccccc2)C(=O)NCCCN2CCOCC2)c2ccccc21	-6%	i	13	-0.3	-1%	-2	7%	-1%
Cc1ccccc1N(C(=O)Cc1ccsc1)C(C(=O)NC1CCCCC1)c1ccc(F)cc1 (configuration not stated)	10%	i	-21	0.5	-5%	-14	1%	19%[57.5 µM]
CCOc1ccc(C(=O)Nc2cccc([N+](=O)[O-])c2)cc1Br	-6%	i	-1	3.3	0%	-6	4%	-18%
CCCCCCC#Cc1cncc(C(=O)NNC(=O)Nc2cc(Cl)cc(Cl)c2)c1	-11%	i	25	1.8	-2%	24	-7%	i
